ERAP1 HTS inh: ERAP1 (human) enzyme inhibition. Q9NZ08. recombinant ERAP1, Leu-AMC fluorescence, 60 min. inhibition, % at 10.7 µM. 0.15% of 340,000 active. AID 652197;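 active means mean replicate inhibition of at least 30%, or all replicates individually reaching that 30% level; inactive means mean below 30% and not every replicate reaching it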;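 further: 0% = neutral control wells and 100% = L-leucinethiol positive control wells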
Xi reactivation: activators of X-chromosome reactivation in mouse fibroblasts; XiGFP mouse fibroblasts, % GFP-positive cells imaging, 3 d; cells co-treated with 5-aza-dC sensitizer; scaled so ellipticine positive control = 100%; activation, % at 7.58 µM; 0.055% of 360,000 active;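 active means mean normalized replicate activation at least 10% and every replicate at or above 10%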;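 further: 0% = median of on-plate neutral control wells and 100% = ellipticine 6 µM median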
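Material: XiGFP fibroblasts, SV40-immortalized. Buffer or medium: DMEM plus 5-aza-dC sensitizer. Compound: single concentration per compound, delivered by pin transfer. Times: 3 days compound exposure. Controls: ellipticine 6 µM.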
S100A4 inh HTS: S100A4-myosin IIA interaction inhibition. inhibition, % at 10.7 µM. P26447. 0.14% of 360,000 active. S100A4/TAMRA-MyoIIA peptide fluorescence polarization;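 active means mean inhibition of at least 70% across replicates, with every replicate also reaching that level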
Target sequence (P26447 whole entry, looked up): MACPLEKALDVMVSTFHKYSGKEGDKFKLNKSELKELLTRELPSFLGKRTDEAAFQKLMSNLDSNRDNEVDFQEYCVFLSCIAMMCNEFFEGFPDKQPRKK
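Assay system: human S100A4 monomer with TAMRA-labelled myosin IIA peptide / Buffer or medium: Calcium-containing HEPES buffer, pH 7.2 / Reagent: TAMRA-labelled myosin IIA heavy-chain peptide probe, 5 nM / Compound: one dose per compound / Timing: polarization read 5 min after assay mix addition, stable 5–60 min / Benchmarks: neutral control DMSO, positive control TFP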
Cneo AK release: Cryptococcus neoformans lysis via adenylate kinase release | lysis activity, % at 15 µM | C. neoformans lysis, adenylate kinase release luminescence, 4 h; normalised: neutral wells 0, clomiphene wells 100 | 0.2% of 360,000 active;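 active means mean lysis activity across replicates of at least 80%, whatever share of replicates individually reach that level; inactive means mean lysis activity below 80%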
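Test system: log-phase Cryptococcus neoformans yeast cells; Quantity: yeast cell density of 5 × 10^6 cells/mL; Buffer or medium: YPD; Doses: single compound concentration per well; Timing: 4 h at 37 °C static, read 1 h later; Measured by: AK luminescence; Read-out basis: lysis from increased AK signal; Control set: Clomiphene as positive control.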
C2C12 statin: suppression of simvastatin myotoxicity | C2C12 myotubes + simvastatin, ATP luminescence, 48 h; scaled: DMSO 0, geranylgeraniol control 100 | rescue of ATP level, % at 7.49 µM | 0.78% of 330,000 active | AID 602340;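 active means mean ATP rescue above about 67%, or every replicate alone reaching that limit, limit read from the data, passing the limit was not always enough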;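 further: myotubes were challenged with 10 µM simvastatin during compound exposure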
LGR2 inh: inhibitors of bursicon-induced Drosophila LGR2 receptor cAMP signaling | HEK293 LGR2, CRE-luciferase, bursicon-stimulated, 4 h | inhibition, % at 9.99 µM | 0.35% of 380,000 active | AID 720647;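 active means drop in luminescence signal, shown as inhibition above about 50% in the replicate tests, limit read from the data, passing the limit was not always enough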;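 further: agonist challenge used bursicon conditioned medium at about half maximal strength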
PGC1a acetyl inh: PGC1a acetylation modulation, inhibitor mode. 0.17% of 350,000 active. AID 651687. inhibition, % at 15.6 µM. U2OS PGC1a acetylation, AlphaScreen anti-acetyl-lysine; with virally co-expressed GCN5 acetyltransferase;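 active means every replicate shows inhibition of at least 40%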;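 further: 0% = neutral control wells and 100% = positive control wells; some results beyond the cut were filed as inactive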
SIRT5 inh: blocks human SIRT5 desuccinylation of peptide | inhibition, % at 15 µM | 1.1% of 330,000 active | Q9NXA8 | Purified SirT5, succinyl-peptide AMC, trypsin-coupled fluorescence | AID 652115; in the data active means inhibition above about 15%
Target sequence (Q9NXA8 whole entry, looked up): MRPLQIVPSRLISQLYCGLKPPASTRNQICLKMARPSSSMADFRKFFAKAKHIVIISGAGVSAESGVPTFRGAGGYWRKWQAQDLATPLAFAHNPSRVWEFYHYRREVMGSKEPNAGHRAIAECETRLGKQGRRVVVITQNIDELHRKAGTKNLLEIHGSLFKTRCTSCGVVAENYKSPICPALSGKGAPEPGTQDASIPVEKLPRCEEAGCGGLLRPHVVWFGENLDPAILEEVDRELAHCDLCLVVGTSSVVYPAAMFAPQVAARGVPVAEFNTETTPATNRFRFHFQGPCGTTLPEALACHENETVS
Starred values were filed as active, the others as inactive; . = not tested or not shown; & = joins results of further samples. The list is partial, so the mix of outcomes need not match the whole.

SMILES	ERAP1 HTS inh	Xi reactivation	S100A4 inh HTS	Cneo AK release	C2C12 statin	LGR2 inh	PGC1a acetyl inh	SIRT5 inh
CO[C@H](CN(C)Cc1ccc(-c2ccccn2)cc1)[C@H](C)CN(C(=O)Nc1ccc(F)cc1)[C@H](C)CO	-7	0.1	11	-10	12	5	-14	0
COc1ccc(NC(=O)N(C)C[C@H]2OCCCC[C@H](C)Oc3ccc(NC(=O)NC4CCCCC4)cc3C(=O)N([C@H](C)CO)C[C@H]2C)cc1	0	0.1	14	.	.	17	-2	-9
COc1ccc(NC(=O)CSc2nc(=O)n(CCN3CCOCC3)c3c2CCC3)c(OC)c1	-6	0.3	-2	2	13	1	-5	1
O=C(C[C@@H]1CC[C@H]2[C@@H](COC[C@H](O)CN2Cc2ccc(Oc3ccccc3)cc2)O1)Nc1nccs1	2	0.0	10	88*	55	6	-9	1
CCOc1ccccc1C(=O)N/N=C/c1c[nH]c2ccccc12	0	0.0	-3	0	0	-2	7	-5
CS(=O)(=O)Nc1ccc2c(c1)[C@@H]1C[C@H](CC(=O)NCC(F)(F)F)O[C@H](CO)[C@@H]1O2	1	0.1	-5	0	1	14	-1	-5
C[C@H]1CN([C@@H](C)CO)S(=O)(=O)c2ccc(-c3cccc(C#N)c3)cc2O[C@@H]1CN(C)Cc1ccccn1	2	.	2	-1	-62	.	1	7
Cc1onc(-c2c(F)cccc2Cl)c1C(=O)N1CCc2ccccc21	0	.	-2	.	.	1	-7	-3
Cc1ccc(S(=O)(=O)N(C)CC(=O)OCC(=O)NC(=O)NC(C)C)cc1	3	-0.1	-3	1	2	0	16	-2
CNC[C@H]1Oc2c(NC(=O)c3ccncc3)cccc2C(=O)N([C@H](C)CO)C[C@@H]1C	2	-1.3	12	2	-6	-4	3	-1
COC(=O)c1cc(=O)[nH]c(SCc2cccc(C)c2)n1	-4	0.4	-10	1	17	10	10	0
OCC[C@@H]1C[C@H](O)[C@@H](O)[C@]2(CCCO2)O1	1	0.0	1	0	-4	33	10	-6
Cc1ccc(Cl)c(NC(=O)CN2C(=O)C(C)N(c3ccc(F)cc3)C2=O)c1Cl (stereo unspecified)	0	0.0	-2	0	21	5	.	-10
O=c1ccc2ccc(O[C@@H]3O[C@H](CO[C@@H]4OC[C@](O)(CO)[C@H]4O)[C@@H](O)[C@H](O)[C@H]3O)cc2o1	-2	0.3	-3	0	1	1	6	.
CCOC(=O)N(C)C[C@@H]1OCc2cnnn2CCCC(=O)N([C@H](C)CO)C[C@@H]1C	-1&2	0.0&0.3	-2&-4&5	1&0&4	-2&-11&-4	-27&8	10&6&1	-2&1&1
Cc1cccc(NC(=O)c2cc(S(=O)(=O)N(C)c3ccc(F)cc3)ccc2Cl)n1	-2	0.0	-1	0	12	9	.	-1
O=C(Cc1c(F)cccc1Cl)N1CCN(S(=O)(=O)c2cccs2)CC1	1	0.0	-3	3	5	-18	5	-1
COc1ccc(-c2cnc3c(c2)C(=O)N([C@H](C)CO)C[C@H](C)[C@H](CN(C)C(=O)Nc2ccc4c(c2)OCO4)O3)cc1	-3	-1.0	1	2	17	-2	7	1
CCCSc1ccc([C@H]2N[C@@](C)(C(=O)OC)[C@H]3C(=O)N(C)C(=O)[C@@H]23)cc1OC	-3	0.1	-4	3	6	-12	11	.
Cc1ccc(O)c(NC(=O)C2=CC(c3ccco3)=NS(=O)(=O)N2C)c1	1	0.0	-2	5	8	8	-1	10
O=C1NC(=S)S/C1=C\c1coc2ccc(O)cc2c1=O	.	-0.2	4	0	2	-6	-11	6
CCc1cccc(CC)c1NC(=O)COC(=O)c1cccc(S(=O)(=O)N2CCc3ccccc3C2)c1	-1	-0.1	6	.	.	.	.	4
CC(Oc1ccc2c3c(c(=O)oc2c1)CCCC3)C(=O)NCc1cccnc1 (stereo unspecified)	2	0.1	-3	-3	-8	-9	.	-12
COc1ccc(-c2csc(NC(=O)CSc3nnc(Nc4ccccc4C)s3)n2)cc1	-4	0.0	5	.	.	.	-19	-1
C=CCn1c(O)c2ccc(C(=O)N=NC(=O)c3ccc(F)cc3)cc2c1O	-1	-0.1	2	-2	1	-12	.	-7
O=C(CCC1CCCN(C(=O)c2ccc3cc[nH]c3c2)C1)N1CCN(c2ccccn2)CC1 (stereo unspecified)	-1	0.9	-27	3	0	.	2	-3
CCOc1ccc(S(=O)(=O)N2CCN(C(=O)c3cccnc3)CC2)cc1	3	0.1	-3	-12	-18	-4	.	-2
Cc1ccc2c(c1)cc(CN(C(=O)N1CCOCC1)C1CCCC1)c1nnnn12	-1	0.0	39	.	1	32	4	-2
Cc1nc(SCC(=O)N2CCOCC2)c2c(C)c(C)sc2n1	4	0.4	1	0	11	7	.	.
CC1(C)NC(=O)N(CC(=O)OCC(=O)Nc2cccc(S(N)(=O)=O)c2)C1=O	-8	0.4	2	.	.	0	.	-3

A different layout for 3 compounds above.
| Structure | ERAP1 HTS inh | Xi reactivation | S100A4 inh HTS | Cneo AK release | C2C12 statin | LGR2 inh | PGC1a acetyl inh | SIRT5 inh |
| --- | --- | --- | --- | --- | --- | --- | --- | --- |
| CCCSc1ccc([C@H]2N[C@@](C)(C(=O)OC)[C@H]3C(=O)N(C)C(=O)[C@@H]23)cc1OC | -3 | 0.1 | -4 | 3 | 6 | -12 | 11 | . |
| Cc1ccc(O)c(NC(=O)C2=CC(c3ccco3)=NS(=O)(=O)N2C)c1 | 1 | 0.0 | -2 | 5 | 8 | 8 | -1 | 10 |
| O=C1NC(=S)S/C1=C\c1coc2ccc(O)cc2c1=O | . | -0.2 | 4 | 0 | 2 | -6 | -11 | 6 |

Continued:
SMILES	ERAP1 HTS inh	Xi reactivation	S100A4 inh HTS	Cneo AK release	C2C12 statin	LGR2 inh	PGC1a acetyl inh	SIRT5 inh
Cc1ccc(Cc2c(-c3ccc(F)cc3)nc3ccc(Br)cn23)cc1	-1	-0.1	-22	1	7	-79	2	-1
C[C@@H]1CN([C@H](C)CO)C(=O)c2cccc(NC(=O)Nc3ccc4c(c3)OCO4)c2O[C@@H]1CN(C)C(=O)Nc1ccccc1	.	-0.4	.	-4	25	-19	2	.
C[C@H]1CN([C@@H](C)CO)C(=O)Cc2cc(NS(=O)(=O)c3ccccc3)ccc2O[C@@H]1CN(C)C(=O)NC1CCCCC1	-2	-1.1	11	-2	1	4	-3	0
COc1ccccc1-c1ccc2c(c1)O[C@@H](CN(C)CC1CCOCC1)[C@H](C)CN([C@@H](C)CO)S2(=O)=O	3	0.1	-1	-4	-91	15	-19	9
C[C@@H]1CN([C@H](C)CO)C(=O)c2cc(/C=C/c3ccccc3)cnc2O[C@H]1CN(C)C(=O)c1cnccn1	0	-0.7	6	-10	-2	-8	-8	-6
COc1ccc(S(=O)(=O)Nc2cccc3c2O[C@@H](CN(C)Cc2ccc(C(F)(F)F)cc2)[C@H](C)CN([C@H](C)CO)C3=O)cc1	2	1.4	9	42	.	-1	-5	2
Cc1c(N=Cc2ccccn2)c(=O)n(-c2ccccc2)n1C	.	.	.	-3	20	10	0	.
CCn1cc(C2=NC(CCSC)CO2)c2ccccc21 (stereo unspecified)	0	0.2	-3	.	.	-3	3	.
CC(C)[C@H](CO)Nc1nc(Nc2ccc(Cl)c(C(=O)O)c2)c2ncn(C(C)C)c2n1	-4	0.0	-6	-3	-10	.	9	.
O=C(Nc1cccc(F)c1)c1ccc(Cn2cc([N+](=O)[O-])cn2)o1	-5	0.1	-35	.	.	0	.	-4
C=CCn1c(C(c2ccccc2)c2ccccc2)n[nH]c1=S	.	-0.1	.	1	3	9	-3	.
N#C/C(=C(/O)c1ccc(F)cc1)c1nc2ccccc2s1	-1	0.3	-1	.	.	-27	.	-6
CCN(CC)C(=O)CN1C(=O)C(=O)c2ccccc21	-5	0.1	-7	.	.	-5	-2	.
CCOc1ccccc1NC(=O)CSc1nnc2ccc(-c3ccncc3)nn12	-3	0.0	4	.	.	-7	16	.
C[C@@H]1CCCCO[C@@H](CN(C)C(=O)Nc2ccc(C(F)(F)F)cc2)[C@@H](C)CN([C@H](C)CO)C(=O)c2cc(NS(C)(=O)=O)ccc2O1	0	0.5	3	1	.	-15	6	-3
NC(=O)COc1ccc(=O)n(-c2ccccc2)n1	5	0.2	-3	-6	3	14	6	1
CCOc1ccccc1NC(=O)CCCc1ccc(OC)c(C)c1	.	0.4	-5	-3	6	-2	-13	-3
COc1cccc(S(=O)(=O)NCC(=O)N2CCCCCC2)c1	-7	0.0	3	2	-2	-11	4	0
O=C(NCC(F)(F)F)[C@@H]1[C@@H](CO)[C@@H]2Cn3c(cccc3=O)[C@@H]2N1C(=O)C1CCC1	2	0.4	10	-2	-21	-6	.	1
COc1cccc(C#Cc2ccc([C@H]3[C@@H](CO)N4C(=O)CN(C(=O)c5ccccc5)C[C@@H]34)cc2)c1	2	0.3	-2	.	.	-3	-21	0
CC1CCCCN1C(=O)COC(=O)c1cc([N+](=O)[O-])ccc1N1CCOCC1 (stereo unspecified)	6	-0.1	-2	-1	-35	-18	.	4
Cc1cc(C(=O)CCl)c(C)n1Cc1ccco1	1	0.4	-3	.	.	3	.	-2
Cc1ccc(S(=O)(=O)N(C)C[C@@H]2Oc3ccc(NC(=O)Cc4cn(C)c5ccccc45)cc3C(=O)N([C@@H](C)CO)C[C@@H]2C)cc1	-2	-0.1	4	-1	-9	-10	-5	4
COc1cccc(S(=O)(=O)Nc2ccc3c(c2)C(=O)N(C)C[C@@H](OC)[C@@H](C)CN(Cc2ccccc2F)[C@@H](C)CO3)c1	5	0.2	1	57	15	11	3	.
Brc1cccc(OCCN2CCc3ccccc3C2)c1	-1	0.4	-3	-7	8	-4	11	-4
CN(C)c1ccc(CN(CC2CCCO2)C(=O)c2cc3ccccc3o2)cc1 (stereo unspecified)	0	0.2	0	-1	7	1	-4	1
Cc1ccc2c(C(=O)CN3CCN(C(=O)c4ccco4)CC3)c(C)[nH]c2c1	1	0.2	2	1	14	8	0	-2
Cc1ccc(NC(=O)c2ccccc2NC(=O)c2cccs2)cc1	-6	0.4	8	-2	-1	-16	.	-5
Cn1cnc([N+](=O)[O-])c1Sc1nc(N)nc2c1ncn2C1OC(CO)C(O)C1O (stereo unspecified)	1	0.2	3	.	.	-7	-4	-1
Cc1ccc(NC(=O)C(C)OC(=O)CCNS(=O)(=O)c2ccc(C)cc2)cc1 (stereo unspecified)	-1	0.0	0	1	.	2	.	-3
CCNc1nc(NC(C)C)nc(OCCOC(=O)Nc2ccccc2)n1	0	.	-3	1	-15	-26	4	-3
COc1cccc2c1OC1(C)CC2NC(=O)N1c1cccc(C(=O)N2CCN(c3ccccc3)CC2)c1 (stereo unspecified)	-8	0.1	18	1	7	19	.	3
N#CNC(=Nc1cccc(F)c1)SCc1ccccc1F	5	0.0	4	.	.	1	.	-4
Cc1ccc(S(=O)(=O)N[C@H]2CC[C@@H](CC(=O)NCc3ccccc3F)O[C@H]2CO)cc1	-3	-0.2	15	0	-1	8	6	2
Fc1ccccc1-c1nc2nc3ccccc3nc2n1CC1CCCO1 (stereo unspecified)	-3	0.0	-2	-3	.	-18	-2	-4
Cc1cccc(C2Nc3ccccc3C(=O)N2NC(=O)c2ccc([N+](=O)[O-])cc2)n1 (stereo unspecified)	.	0.1	.	4	.	6	-2	.
O=C(COc1ccc(F)cc1)N1c2ccccc2CCc2ccccc21	2	0.4	-7	.	.	17	.	-1
